CHRM1 PAM – positive allosteric modulators of human M1 muscarinic receptor; P11229; CHO-K1 hM1, Fluo-8 calcium fluorescence, ACh EC20; 0% = ACh EC20, 100% = maximal ACh; activation, % at 3 µM; 360,000 compounds, 0.088% hits; AID 588819; in the data active = activation above about 19%, passing the limit was not always enough
Target sequence (P11229 whole entry, looked up): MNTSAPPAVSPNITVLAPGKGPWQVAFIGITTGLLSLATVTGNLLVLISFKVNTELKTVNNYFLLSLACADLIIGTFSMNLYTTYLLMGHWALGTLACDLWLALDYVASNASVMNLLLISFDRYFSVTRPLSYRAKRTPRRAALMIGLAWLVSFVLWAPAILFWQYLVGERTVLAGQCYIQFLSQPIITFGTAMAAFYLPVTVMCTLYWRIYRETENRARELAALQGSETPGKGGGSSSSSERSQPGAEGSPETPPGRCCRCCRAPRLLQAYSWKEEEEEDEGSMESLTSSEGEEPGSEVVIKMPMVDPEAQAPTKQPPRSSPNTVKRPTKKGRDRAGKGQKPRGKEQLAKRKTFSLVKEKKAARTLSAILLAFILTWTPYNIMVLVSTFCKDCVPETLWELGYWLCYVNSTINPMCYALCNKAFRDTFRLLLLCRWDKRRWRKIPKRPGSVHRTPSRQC
CHRM4 agonist – CHRM4 agonism in calcium assay; P08173; CHO-K1 hM4/Gqi5, Fluo-8 calcium fluorescence; vehicle 0%, full acetylcholine response 100%; activation, % at 3 µM; 360,000 compounds, 0.14% hits;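 active = activation above the run mean over all test wells plus 3 SD, cut at about 32% in these data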;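 also: peak over basal fluorescence ratio per well then scaled between controls; 0% = DMSO wells and 100% = acetylcholine at EC100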
Target sequence (P08173 whole entry, looked up): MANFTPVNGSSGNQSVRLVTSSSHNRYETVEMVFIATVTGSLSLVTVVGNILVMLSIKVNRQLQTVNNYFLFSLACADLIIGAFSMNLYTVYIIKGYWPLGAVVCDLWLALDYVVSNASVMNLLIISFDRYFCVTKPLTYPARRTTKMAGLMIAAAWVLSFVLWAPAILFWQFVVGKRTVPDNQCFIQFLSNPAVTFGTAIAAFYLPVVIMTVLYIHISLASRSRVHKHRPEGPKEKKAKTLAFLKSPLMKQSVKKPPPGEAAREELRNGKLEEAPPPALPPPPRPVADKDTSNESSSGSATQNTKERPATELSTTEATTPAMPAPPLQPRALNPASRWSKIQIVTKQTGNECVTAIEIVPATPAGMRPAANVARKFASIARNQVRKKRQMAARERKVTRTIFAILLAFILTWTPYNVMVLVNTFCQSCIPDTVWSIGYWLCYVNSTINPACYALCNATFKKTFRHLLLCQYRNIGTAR
CHRM5 PAM – potentiates acetylcholine response at human M5 receptor. P08912. activation, % at 3 µM. CHO-K1 hM5, Fluo-8 calcium, ACh EC20 PAM; 0% = ACh EC20, 100% = ACh EC100. 360,000 compounds, 0.3% hits;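 active = activation above the run cutoff, the mean activation of all test compounds plus 3 SD, cut at about 18% in these data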
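System: CHO-K1 cell line with stable human muscarinic M5 receptor expression | Also added: EC20 acetylcholine as agonist stimulus | Compound: One concentration, 3 µM final (nominal) | Timing: Fluo-8 loading 80 min at 37 °C plus 30 min room temperature | Measured by: Fluo-8 calcium dye fluorescence, kinetic read | Read-out basis: % activation, ACh-normalized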
M5 antag – CHRM5 antagonism in calcium assay; CHO-hM5 cells, Fluo-8 calcium fluorescence, ACh EC80; AID 624040; P08912; 360,000 compounds, 0.59% hits; inhibition, % at 3 µM;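 active = inhibition above a per-plate cutoff, the mean of that plate's test compounds plus 3 SD, cut at about 27% in these data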;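 also: 0% = acetylcholine EC80 with DMSO and 100% = DMSO without agonist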
M4 PAM – potentiates acetylcholine response at human M4 receptor. P08173. AID 624126. activation, % at 3 µM. 360,000 compounds, 0.4% hits. CHO-K1 hM4/Gqi5, Fluo-8 calcium fluorescence, ACh EC20; 0% = ACh EC20, 100% = maximal ACh;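 active = activation above its plate's cutoff, the mean activation of sample wells plus 3 SD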; also: some results filed as inactive read as strong as hits
M4 antag – CHRM4 antagonism in calcium assay; P08173; CHO-hM4 cells, ACh EC80, Fluo-8 calcium fluorescence; inhibition, % at 3 µM; 360,000 compounds, 0.73% hits; AID 624125;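 active = inhibition above its plate's cutoff, the mean inhibition of sample wells plus 3 SD, cut at about 27% in these data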;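 also: 0% = acetylcholine EC80 with DMSO and 100% = DMSO without agonist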
CHRM5 agonist – agonists of human muscarinic M5 receptor (CHRM5) | CHO-K1 hM5 cells, Fluo-8 calcium fluorescence; 0% DMSO wells, 100% maximal acetylcholine response | activation, % at 3 µM | 360,000 compounds, 0.19% hits;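 active = activation above the run's mean over test compounds plus 3 SD, cut at about 23% in these data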;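 also: signal is peak over basal fluorescence ratio across the kinetic read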
CRFBP-R2 agonist – CRF-BP/CRF-R2 complex agonism; HEK293 CRF-R2/CRF-BP, calcium dye fluorescence (FLIPR); percent of saturating CRF peptide response; activation, % at 13.2 µM; 350,000 compounds, 0.46% hits; AID 588473;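 active = activation of at least 50%, plus an integration ratio under a set limit after plate pattern correction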;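 also: plate controls were neutral control wells without compound for no effect and CRF at EC100 for full effect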
CRFBP-R2 block – blocks CRF-induced signaling of the CRF-BP/CRF-R2 complex; HEK293 CRF-R2/CRF-BP, CRF-induced calcium fluorescence; inhibition, % at 11.8 µM; 350,000 compounds, 0.59% hits; AID 588475;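 active = inhibition of the ligand-induced calcium signal above about 50% at the single tested concentration, limit read from the data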
* = called active by the depositor; nt = no result given.

SMILES | CHRM1 PAM | CHRM4 agonist | CHRM5 PAM | M5 antag | M4 PAM | M4 antag | CHRM5 agonist | CRFBP-R2 agonist | CRFBP-R2 block
CCCS(=O)(=O)N1CCCC(C(=O)NCCN(C)Cc2ccccc2)C1 (stereo not drawn) | 4 | 0 | 4 | -7 | 15 | -8 | -4 | 1.0 | -16
COc1ccccc1NC(=O)C1CC(=O)OC1c1ccccc1 (stereo not drawn) | 2 | 1 | -4 | -4 | -1 | -5 | -2 | 0.0 | 5
CC(=O)NCCNC(=O)C1(C)Cc2c(-c3cccc(C(F)(F)F)c3)ccnc2O1 (stereo not drawn) | 4 | 0 | 3 | 4 | 6 | -4 | -1 | nt | nt
Cc1cccc(-n2c(=O)c3c(n4cnnc24)-c2ccccc2CC32CCCCC2)c1 | 2 | 0 | 0 | -3 | 7 | -11 | 2 | -1.4 | 3
COc1ccc(CN(C)C(=O)/C=C/c2ccc(S(=O)(=O)N3CCOCC3)cc2)cc1F | 1 | 7 | -6 | 9 | 3 | -2 | 1 | 0.8 | -2
COc1ccc2c(c1)c1ncn(CCN3CCNCC3)c(=O)c1n2C | 2 | 0 | 7 | 2 | -2 | -2 | 3 | 2.5 | -5
CN1CCN(CCC(=O)Nc2ccc(F)c(F)c2)CC1 | 9 | 0 | 2 | 6 | 8 | -1 | -5 | 4.4 | 8
CCn1cc(C(=O)NCCCN(C)C)c(=O)c2cc(F)c(N3CCN(C)CC3)cc21 | -2 | 0 | 11 | -6 | 1 | 0 | -2 | 0.1 | -3
COc1cc(NS(=O)(=O)c2ccc(NC(=O)/C=C/c3cccc([N+](=O)[O-])c3)cc2)ncn1 | -5 | 0 | 15 | -12 | -1 | -1 | -3 | -3.1 | -15
O=C(CN(c1ccccc1)S(=O)(=O)c1ccc(F)cc1)NC1CCS(=O)(=O)C1 (stereo not drawn) | 4 | 2 | 0 | -3 | -1 | 1 | 0 | 0.9 | -4
COc1ccc(/C=N/NC(=O)c2cccc(OC(F)(F)C(F)F)c2)c(OC)c1OC | 2 | 7 | -11 | 4 | -8 | 1 | -1 | -3.1 | 19
CCn1nc(C(=O)OCC(=O)N2CC(=O)Nc3ccccc32)c2ccccc2c1=O | -3 | 0 | 5 | -6 | 23* | -6 | -1 | -6.7 | -8
COc1cccc(CNn2cn[nH]c2=S)c1OCc1ccccc1 | 16 | nt | -4 | 10 | 8 | -2 | -1 | 1.2 | 10
CCOC(=O)C1CCCN(C(=O)Cn2nc(C)n3c(cc4c(OC)cccc43)c2=O)C1 (stereo not drawn) | -3 | 0 | -6 | 12 | -1 | -7 | 0 | -1.5 | 27
COc1ccc2nc(/C(C#N)=C\c3ccc(Oc4ccc([N+](=O)[O-])cn4)cc3)[nH]c2c1 | 4 | 7 | -9 | 4 | -4 | -4 | 4 | 4.2 | -20

Brought forward from above: 4 compounds, then new ones.
SMILES | CHRM1 PAM | CHRM4 agonist | CHRM5 PAM | M5 antag | M4 PAM | M4 antag | CHRM5 agonist | CRFBP-R2 agonist | CRFBP-R2 block
CCn1nc(C(=O)OCC(=O)N2CC(=O)Nc3ccccc32)c2ccccc2c1=O | -3 | 0 | 5 | -6 | 23* | -6 | -1 | -6.7 | -8
COc1cccc(CNn2cn[nH]c2=S)c1OCc1ccccc1 | 16 | nt | -4 | 10 | 8 | -2 | -1 | 1.2 | 10
CCOC(=O)C1CCCN(C(=O)Cn2nc(C)n3c(cc4c(OC)cccc43)c2=O)C1 (stereo not drawn) | -3 | 0 | -6 | 12 | -1 | -7 | 0 | -1.5 | 27
COc1ccc2nc(/C(C#N)=C\c3ccc(Oc4ccc([N+](=O)[O-])cn4)cc3)[nH]c2c1 | 4 | 7 | -9 | 4 | -4 | -4 | 4 | 4.2 | -20
CCSc1nnc(NC(=O)NCC(F)(F)F)s1 | 11 | 1 | -1 | 0 | -3 | 4 | 1 | -1.8 | -9
CCOc1ccc(C(=O)OC(C)CN2CCCCC2)cc1 (stereo not drawn) | -3 | 0 | 5 | -3 | -6 | 13 | -9 | 0.5 | -3
Cn1cc(S(=O)(=O)NC2CCCCCC2)c(=O)n(C)c1=O | 1 | 1 | -6 | 17 | 3 | 1 | -3 | 0.9 | -18
Cc1onc(-c2ccccc2Cl)c1C(=O)c1ccccc1 | 0 | 2 | -10 | 13 | -2 | -10 | -13 | -2.4 | 33
Cc1ccc(Nc2c(-c3ccc(N4CCOCC4)cc3)nc3cnccn23)cc1 | 19 | 0 | 19* | -12 | 11 | 10 | 7 | -2.4 | 4
Cc1ccc(C(=O)Nc2ncn[nH]2)cc1 | 2 | 0 | -3 | 12 | -6 | 6 | -2 | -0.1 | -9
CO/C([O-])=N/c1c[n+](-c2ccc(C)cc2)no1 | 3 | 0 | 0 | 5 | -1 | 2 | -1 | -1.6 | 3
CCC1=C(OC(=O)N(CC)CC)N2C(=O)OC(=NCCc3c[nH]c4ccccc34)[C@]2(C)[C@H]2C1=CC[C@H]1C(=O)NC(=O)[C@H]12 | 1 | -1 | -6 | 4 | 2 | 4 | -1 | -0.1 | 3
O=C1C2CCCCN2C(=O)N1CCN1CCN(c2cccc(Cl)c2)CC1 (stereo not drawn) | 2 | 3 | -6 | 2 | 1 | 7 | -12 | -0.7 | 8
O=C1c2ccccc2NC2CCCCC12 (stereo not drawn) | 3 | 0 | 0 | 6 | -4 | 4 | 3 | -0.1 | 18
Cc1ccc(C)c(N(C)S(=O)(=O)c2ccc3c(c2)oc(=O)n3C)c1 | 1 | 2 | -3 | 21 | -7 | 14 | -3 | 0.2 | 18
CC(C)(C)S(=O)(=O)c1cnc2c(-c3ccc(F)cc3)cnn2c1N | 9 | 0 | -2 | 6 | 0 | -3 | -2 | -1.1 | 18
O=C1CNC(c2ccccc2)C(c2ccccc2)N1 (stereo not drawn) | 10 | 0 | -4 | 10 | 4 | -8 | 0 | -1.0 | 16
CCOC(=O)C1CCCN(C/C=C/c2ccccc2[N+](=O)[O-])C1 (stereo not drawn) | -16 | 0 | -3 | 2 | -22 | 22 | -13 | -0.9 | 11
Cc1ccccc1-c1nnc(SCC(=O)NCc2ccc3c(c2)OCO3)n1C | -5 | 0 | 1 | -5 | 4 | -6 | -4 | -1.2 | 2
O=C(COc1ccc(F)cc1Cl)Nc1ccc(S(=O)(=O)Nc2nccs2)cc1 | 9 | 3 | -4 | -5 | 2 | -1 | 0 | -1.2 | -15
Cc1[nH]c2ccccc2c1C(O)CN1CCC2(CC1)OCCO2 (stereo not drawn) | 5 | 2 | -1 | 12 | -12 | -6 | -2 | -0.1 | -16
CCOC(=O)c1cccc(P(=O)(C(C)(C)C)C(C)(C)C)c1 | 4 | 0 | 1 | 3 | 4 | 7 | 1 | -0.6 | -12
CC(C)c1cc(=O)[nH]c(N2CCN(Cc3ccc4c(c3)OCO4)CC2)n1 | 15 | 1 | 3 | 9 | 5 | 4 | -4 | -0.4 | -12
Cc1ccc(/C=C2\CCC(C3CCCC3)C2=O)cc1 (stereo not drawn) | 2 | 0 | -3 | -2 | 6 | -17 | 0 | -1.5 | -57
CN(/N=C/c1ccc2c(c1)OCO2)c1ccccc1 | 3 | -2 | -8 | 10 | -4 | -1 | -1 | -2.2 | -3
COc1cc(CC(=O)OCC(=O)Nc2ccc([N+](=O)[O-])cc2)cc(OC)c1OC | 6 | 7 | 4 | 3 | -2 | -2 | 2 | -0.8 | 12
COc1ccc(OCCN2CCN(C3CC(=O)N(CCC(C)C)C3=O)CC2)cc1 (stereo not drawn) | -5 | 0 | -1 | 1 | -1 | 3 | -6 | 0.4 | 14
COCC(=O)Nc1ccc(S(=O)(=O)Nc2cc(C)nc(C)n2)cc1 | 4 | 1 | -7 | 15 | 4 | 15 | 0 | -2.7 | -11
COc1ccc(CN2CCNC(=O)C2CC(=O)N(C)Cc2nccs2)c(OC)c1 (stereo not drawn) | 3 | 0 | -1 | 3 | -1 | -1 | -4 | 1.4 | 3
NC(=O)C(C1=CCCCC1)c1ccccc1 (stereo not drawn) | 5 | 1 | -3 | 4 | 3 | 8 | 3 | -1.1 | -2
CCOc1ccc(S(=O)(=O)Nc2cccc(C(=O)NCCCN3CCOCC3)c2)cc1 | 6 | 1 | 13 | 2 | 4 | 7 | -2 | 0.2 | -3
Cc1cc(=O)n2nc(N3CCC(C(=O)NCCc4ccc(Cl)cc4)CC3)sc2n1 | -1 | 1 | -3 | 3 | -14 | -1 | -7 | -0.7 | 6
COc1cc(/C=C/c2c([N+](=O)[O-])c(=O)n(C)c(=O)n2C)cc(OC)c1OC | 2 | 3 | -5 | 9 | -5 | 4 | 2 | -0.1 | -7
O=C(NC1CCCCCC1)c1cc(=O)[nH]c2ccc(S(=O)(=O)N3CCOCC3)cc12 | 1 | 1 | -1 | 6 | 2 | -5 | 0 | -4.0 | 4
COCc1nc2sc3c(c2c(=O)[nH]1)CCCC3 | -6 | 10 | -13 | 13 | -7 | -6 | 1 | 2.0 | 5
CN(c1ccccc1)S(=O)(=O)c1ccc(C(=O)Nc2ncccc2O)cc1 | 5 | 3 | 2 | -1 | 7 | 0 | 3 | 0.5 | 7
Cc1ccc(S(=O)(=O)N2CCOCC2)cc1C(=O)OCC(=O)Nc1ccc2c(c1)OCO2 | 4 | 6 | 2 | -7 | 1 | -4 | 0 | 1.7 | -20
COc1nccnc1NS(=O)(=O)c1ccc(NC(=O)c2cccc(C)c2)cc1 | 14 | 1 | 11 | -2 | 0 | 6 | 3 | -1.4 | 14
Cn1c(=O)c2c(SCC(=O)N3CCCC3)nc(CC(C)(C)C)nc2n(C)c1=O | 12 | 2 | 17 | -9 | 6 | -9 | -4 | 0.5 | 1
CCN1CC2=C(OC(N)=C(C#N)C2c2cccs2)/C(=C\c2cccs2)C1 (stereo not drawn) | -12 | 13 | -7 | 9 | -7 | 3 | 0 | 8.2 | -11
CCN(CC(=O)NC(=O)Nc1ccccc1F)Cc1ccccc1 | -5 | 2 | -8 | 8 | 8 | -7 | 2 | 0.9 | -11
CN1CCc2nc3ccccc3c(C(=O)OCC(=O)N(CCC#N)c3ccccc3)c2C1 | -6 | 22 | -9 | 15 | -6 | -9 | -1 | 2.2 | 7
O=C(/C=C/c1ccc(O)c(O)c1)c1ccc(S(=O)(=O)N2CCCCCC2)cc1 | 0 | 8 | -5 | 4 | -3 | -5 | 3 | -0.7 | -33
NC(=O)c1nc(-c2ccccc2)c(-c2ccccc2)[nH]c1=O | 6 | 1 | -5 | 20 | 2 | -19 | -2 | -0.7 | -3
Cc1cc(S(=O)(=O)NC[C@H]2O[C@@H](n3ccc(N)nc3=O)[C@H](O)[C@@H]2O)c(C)s1 | -1 | -1 | 1 | 3 | 2 | 0 | 1 | -1.4 | 3
Cc1c(Nc2nc3ccccc3nc2NS(=O)(=O)c2ccccc2)c(=O)n(-c2ccccc2)n1C | 5 | 0 | 4 | 0 | 11 | 0 | 1 | -2.4 | 16
Cc1ccc(-n2nnc3c(=O)n(CC(=O)N4CCC(C)CC4)cnc32)cc1 | 4 | 1 | 6 | -3 | 4 | -1 | -1 | 0.7 | 1
O=C(COc1ccc(F)cc1F)Nc1cccnc1 | 8 | 1 | 2 | 0 | -2 | -1 | -3 | 0.7 | 3

Source: PubChem
